Screening data deposited in PubChem BioAssay by several laboratories.
CYP2C19 activ: human CYP2C19 activators, primary screen, biochemical, luminescence; activation factor at 5 µM; 96,000 tested, under 10 active; recombinant CYP2C19, luciferin-H EGE luminescence; hits give high values; 0 = fully inhibited enzyme, 1 = untreated enzyme; Cytochrome P450 2C19 (Homo sapiens), P33261; AID 1025, 2008;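 active = activation factor of at least 2 at 5 µM in the primary screen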;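 also: 0 = wells with 2.5 mM tranylcypromine and 1 = vehicle-only wells; values of inactives mirror those of a sister screen read the other way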
Ecoli WT expand: growth inhibitors of wild-type E. coli, primary screen, strain BW25113, expanded library, OD600; OD600 absorbance; growth inhibition, % at 100 µM; 0.15% of 98,000 active;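 active = growth inhibition above about 50% at one test dose, limit read from the data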;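 also: growth measured after 20 h incubation at 37 °C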
CYP2C9 act: human CYP2C9 activators, primary screen, biochemical, luminescence. AID 1024, 2008. Cytochrome P450 2C9 (Homo sapiens), P11712. activation factor at 5 µM. recombinant CYP2C9, luciferin-H conversion; hits give high values; factor 1 = untreated enzyme, 0 = blocked. 1.4% of 96,000 active;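 active = activation factor of 2 or more for CYP2C9 at a 5 µM dose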;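 also: 0 = sulfaphenazole-blocked wells and 1 = vehicle-only wells; values of inactives mirror those of a sister screen read the other way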
PLAP act: PLAP enzyme activators, biochemical, luminescence, HTS. Alkaline phosphatase, placental type (Homo sapiens), P05187. purified PLAP enzyme, luminescent substrate read-out; hits give high values. activation fold at 20 µM. 1.2% of 96,000 active. AID 696, 2007; in the data active = activation fold above about 2
CYP2C9 inh: blockers of cytochrome P450 2C9 activity – biochemical, luminescence, ADME assay, primary screen; P11712; CYP2C9 Supersomes, luciferin-H conversion; inhibition, % at 5 µM; 20% of 96,000 active; AID 777, 2007;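 active = blocking of liver enzyme CYP2C9 beyond about 50% at 5 µM, limit read from the data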; also: values of inactives mirror those of a sister screen read the other way
PostGolgi yeast: phenotypic screen on post-Golgi transport, primary screen | 0.9% of 98,000 active | post-Golgi transport phenotypic cell assay | inhibition, % at 10 µM; in the data active = inhibition above about 30%;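 also: yeast cells grown in 1536-well plates; yeast grown about 18 h at 30C before absorbance read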
PTK2B oligo ant: antagonists of Pyk2 self-association, primary screen, Q293 cells, FERM NanoBiT luminescence, HTS; hits give low values; z-score (the deposit names both 25 µM and 10 µM); 0.83% of 99,000 active;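 active = Z-score of -3 or lower, scaled per plate to the spread of control and sample wells; inactive = z-score above -3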;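 also: negative z-score means lost luminescence so less FERM oligomerization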
Target sequence (Q14289 whole entry, looked up): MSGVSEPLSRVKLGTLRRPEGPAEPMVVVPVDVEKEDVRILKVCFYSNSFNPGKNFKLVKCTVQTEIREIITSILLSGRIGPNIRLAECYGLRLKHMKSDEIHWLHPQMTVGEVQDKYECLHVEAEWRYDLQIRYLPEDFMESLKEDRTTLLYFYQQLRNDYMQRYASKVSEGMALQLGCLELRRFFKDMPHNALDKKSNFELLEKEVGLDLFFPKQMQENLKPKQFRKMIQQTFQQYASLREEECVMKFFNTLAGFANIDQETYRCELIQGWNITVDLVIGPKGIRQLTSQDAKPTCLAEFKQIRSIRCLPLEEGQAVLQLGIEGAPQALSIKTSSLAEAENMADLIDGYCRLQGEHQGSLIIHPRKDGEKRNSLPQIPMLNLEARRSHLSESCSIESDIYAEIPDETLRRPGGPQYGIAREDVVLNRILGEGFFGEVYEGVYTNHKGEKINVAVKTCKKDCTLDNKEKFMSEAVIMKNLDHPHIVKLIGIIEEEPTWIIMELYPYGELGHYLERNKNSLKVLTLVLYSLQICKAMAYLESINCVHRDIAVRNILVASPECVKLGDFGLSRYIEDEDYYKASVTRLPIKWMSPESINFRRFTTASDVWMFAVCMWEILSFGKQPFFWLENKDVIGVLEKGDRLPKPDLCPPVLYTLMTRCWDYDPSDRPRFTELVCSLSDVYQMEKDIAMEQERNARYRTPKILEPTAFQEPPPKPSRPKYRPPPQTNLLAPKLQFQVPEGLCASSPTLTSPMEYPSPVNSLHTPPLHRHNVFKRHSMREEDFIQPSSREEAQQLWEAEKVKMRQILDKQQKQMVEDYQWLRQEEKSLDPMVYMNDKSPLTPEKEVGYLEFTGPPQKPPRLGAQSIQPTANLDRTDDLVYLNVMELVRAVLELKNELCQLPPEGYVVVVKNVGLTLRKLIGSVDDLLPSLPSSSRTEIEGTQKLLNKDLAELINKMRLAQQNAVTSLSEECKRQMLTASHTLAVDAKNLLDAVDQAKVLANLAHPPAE
EphB4 antag: EphB4-ephrin-B2 interaction antagonists, primary screen, biochemical, TNYL-RAW peptide probe, fluorescence polarization. EphB4 LBD / TNYL-RAW-Alexa532 peptide. Ephrin type-B receptor 4 (Homo sapiens), P54760. AID 720, 2007. inhibition, % at 7 µM. 0.15% of 97,000 active;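 active = inhibition above the screen-wide mean inhibition plus 3 SD, cut at about 15% in these data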;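 also: 0% = DMSO wells and 100% = excess unlabeled TNYL-RAW peptide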
CYP2C19 inhib: blockers of cytochrome P450 2C19 activity – biochemical, luminescence, ADME assay, primary screen | CYP2C19 Supersomes, luciferin-H EGE luminescence, 30 min | inhibition, % at 5 µM | 21% of 96,000 active | AID 778, 2007 | P33261;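 active = CYP2C19 inhibition above a set limit at 5 µM in the primary screen, cut at about 50% in these data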;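 also: plate controls were negative control wells for no effect and 2.5 mM tranylcypromine positive control for full effect; values of inactives mirror those of a sister screen read the other way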
An asterisk follows results filed as active; . = not tested or not shown; & = joins results of further samples. Compounds were not picked by outcome; overall some 31% were active at least once.

Start of the listing, in advance, 3 compounds:
SMILES	CYP2C19 activ	Ecoli WT expand	CYP2C9 act	PLAP act	CYP2C9 inh	PostGolgi yeast	PTK2B oligo ant	EphB4 antag	CYP2C19 inhib
CCOC(=O)Cn1c(=O)c2c(nc3n2CCS3)n(C)c1=O	0.9	1	1.1	1	-6	6	0.47	-9	12
O=C(O)Cc1ccc(C(=O)c2ccccc2F)s1	0.5	9	1	0.9	-5	1	-0.59	10	50*
Cc1ccc(N=Nc2c(N)n(-c3ccccc3)[nH]c2=O)cc1	1	-1	0.8	0.8	17	-3	0.35	-3	0

Main list, repeating the preview:
SMILES	CYP2C19 activ	Ecoli WT expand	CYP2C9 act	PLAP act	CYP2C9 inh	PostGolgi yeast	PTK2B oligo ant	EphB4 antag	CYP2C19 inhib
CCOC(=O)Cn1c(=O)c2c(nc3n2CCS3)n(C)c1=O	0.9	1	1.1	1	-6	6	0.47	-9	12
O=C(O)Cc1ccc(C(=O)c2ccccc2F)s1	0.5	9	1	0.9	-5	1	-0.59	10	50*
Cc1ccc(N=Nc2c(N)n(-c3ccccc3)[nH]c2=O)cc1	1	-1	0.8	0.8	17	-3	0.35	-3	0
COC(=O)c1cc2ccsc2n1CC(=O)Nc1cc(Cl)ccc1OC	0.5	-1	0.6	0.9	36	-14	-2.5	3	51*
CCCc1cc(C(=O)NCC(C)C)no1	0.7	-3	0.8	0.9	15	-1	.	-3	33
c1ccc(-c2nc[nH]c2-c2ccccc2)cc1	0.6	9	0.6	1.2	40	-1	0.96	1	40
COC(=O)c1ccccc1NC(=O)Cn1nc(C(F)(F)F)c2c1CCC2	0.6	6	0.8	1	17	3	-0.47	9	36
Cn1c(=O)c2c(nc(Sc3ncccn3)n2Cc2ccc(Cl)cc2)n(C)c1=O	1.1	3	1.1	1.4	-5	0	.	-2	-5
CCOc1ccccc1NC(=O)c1ccccc1N(C)S(C)(=O)=O	0.7	-1	1.1	0.9	-11	-5	-0.02	-10	28
Cc1cc(NC(=O)c2noc3c2CCc2ccccc2-3)no1	1	-7	1	1	-4	-5	.	.	1
Cc1ccc(NC(=O)CSc2nnc(CCNC(=O)OC(C)(C)C)o2)c(C)c1	0.9	3	0.6	1.4	41	-2	0.28	-5	11
Cc1cccc(N2CCN(C(=O)CN3CCOc4ccccc43)CC2C)c1 (stereo not drawn)	0.1	-2	0.5	1.4	54*	5	.	-3	94*
CC(NC(=O)/C(C#N)=C/c1cn[nH]c1-c1ccccc1)c1ccccc1 (stereo not drawn)	0.6	2	0.7	1.8	29	-4	-2.1	-6	39
CNC(=O)COC(=O)c1ccc(-c2nc3ccccc3s2)s1	0.1	-5	0.3	0.9	72*	-5	1.6	4	94*
CCCCN(CC)CCNc1c(NC2CCN(C(=O)OCC)CC2)c(=O)c1=O	0.7	0	0.3	1.3	66*	-4	.	-7	30
Cc1ccc(NC(=O)CN2CCCN(S(=O)(=O)c3ccc(Br)s3)CC2)cc1	0.1	-8	0.7	1.7	31	16	-0.66	11	91*
Cc1ccc(C(=O)N2CCN(C(=O)CN3CCCC3)C2)cc1	0.8	4	0.9	1.6	14	-3	1.4	3	16
CCN(CC)c1ccc(NC(=O)COc2ccc(C)cc2)cc1	0.3	.	1.5	0.9	-54	.	-0.19	1	66*
C/C(=C\C(=O)O)C12CC3CC(CC(C3)C1)C2	1.1	4	0.9	1.3	10	-2	1.1	-3	-5
CCSc1nnc(NC(=O)c2c(-c3ccccc3Cl)noc2C)s1	0	6	0.1	1.3	95*	0	-2.6	6	100*
C=CCn1c(-c2ccccc2)c[nH]c1=S	0.3	11	0.8	1.1	23	25	1.6	-2	70*
COc1ccc(NC(=O)c2cccnc2Nc2ccccc2)cc1	1	3	0.9	1	8	-2	-1.1	11	-4
COc1ccc(C(=O)N(CC2CCCO2)C(C(=O)NC2CCCC2)c2ccc(Cl)cc2)cc1OC (stereo not drawn)	1	3	0.9	1.5	9	-7	0.67	4	5
CCc1ccc(C(=O)NCC2COc3ccccc3O2)o1 (stereo not drawn)	0.1	7	0.4	1.5	58*	1	0.27	.	92*
c1coc(C2Nc3ccccc3-c3nc4ccccc4n32)c1 (stereo not drawn)	0.2	15	0.1	0.8	91*	-2	-1.5	.	80*
O=c1oc2cc(O)ccc2c2ccccc12	0.8	25	2.2*	1	-122	8	0.78	-1	22
CCC(C)(C(=O)NC1CCCCC1)N(Cc1ccco1)C(=O)c1ccc2c(c1)OCO2 (stereo not drawn)	0.2	-4	0.4	1.8	60*	-1	-0.56	3	83*
Cc1ccc(S(=O)(=O)N2CCCC(C(=O)N3CCCc4ccccc43)C2)cc1 (stereo not drawn)	0.9	-8	1.6	0.9	-57	0	-0.3	1	8
Cc1noc(C)c1COC(=O)COc1cccc2c1OC(C)(C)C2	0.2	5	0.3	1.2	68*	0	-0.16	-7	77*
O=C(Cn1c(=O)oc2cc(S(=O)(=O)N3CCCC3)ccc21)N1CCN(c2ccccc2)CC1	1.1	-3	0.8	0.9	17	3	.	-5	-9
COc1ccccc1NC(=O)N(CCN(C)C)Cc1cc2cc(C)ccc2[nH]c1=O	0.9	-7	1.2	2*	-19	2	2.1	-2	6
CCOC(=O)Cc1nnc(NC(=O)c2ccco2)s1	1	-6	1.1	1.1	-7	-14	0.21	7	-1
Cc1cccc(NC(=O)c2ccc(S(=O)(=O)N(C)C)cc2)c1	1.2	8	1.1	1	-7	6	.	3	-17
CCC(=O)Nc1cccc(NC(=O)c2ccc3c(c2)OCCO3)c1	0.7	10	1.3	1	-34	-11	0.15	.	30
Cc1cc(SCC(=O)Nc2ccccc2C)nc(C)n1	0.8	3	0.9	0.9	10	-4	1.2	-1	18
O=C(C1CC1)n1cc(C(=S)N2CCOCC2)c2ccccc21	0.6	5	0.8	1.1	23	3	0.53	-2	44
CCOc1ccc(C(C)(C)C)cc1S(=O)(=O)N1CCOCC1	0.3	8	0.5	1.3	50*	-9	-0.65	-3	68*
Cc1ccc(C)c(Cn2nnc3c(=O)[nH]c(C(=O)NCC4CCCO4)nc32)c1 (stereo not drawn)	.	-14	.	.	.	-5	-0.31	1	.
O=C(Cn1cc2c(n1)CCCCC2)NC1CCN(Cc2ccccc2)CC1	0.9	11	1	1.4	2	-7	.	.	10
N#CCCN1CCN(CCC#N)CC1	1	-2	1.1	0.7	-13	0	0.23	4	-3
CCN(CC)c1nc(Nc2ccccc2)nc(Oc2ccc(=O)n(C)n2)n1	0.8	-2	0.7	1	30	0	-0.5	.	23
CCOC(=O)c1c(NC(=O)CSc2nnc(C)c(=O)[nH]2)sc2c1CCCC2	0.6	6	0	1.7	98*	9	-0.98	-2	39
COc1ccccc1CN1CCN(C(CC(C)C)c2nnnn2Cc2cccs2)CC1 (stereo not drawn)	0.1	-9	0.4	1.9	58*	-3	-1.3	.	92*
CC(=O)Nc1ccc(S(=O)(=O)NNC(=O)COc2cccc(C)c2)cc1	0.8	-2	1	1	3	5	1.1	3	16
COc1cc2c(cc1OC)C(c1cccnc1)CC(=O)N2 (stereo not drawn)	1	-1	0.9	0.9	7	2	.	-3	-4
CCCOC(=O)Nc1ccc(S(=O)(=O)Nn2cnnc2)cc1	0.8	1	0.9	0.9	11	-3	0.11	-14	19
CC(Oc1ccccc1)C(=O)NC1CCN(Cc2ccccc2)CC1 (stereo not drawn)	1.1	5	1	1.2	1	20	-0.08	1	-9
O=C(NCCc1ccccc1)c1ccc(NC2=NC3CS(=O)(=O)CC3S2)cc1 (stereo not drawn)	0.9	-2	1	0.9	0	6	.	-1	5
CCOC(=O)c1c(C)n(C)c2ccc(O)c(CN(C)C)c12	1.1	7	1	1	-2	-4	0.12	0	-11
CC(C)C(NC(=O)CN1C(=O)c2ccccc2S1(=O)=O)C(C)C	0.6	2	1	1	-4	-2	.	-4	36
CCn1c(C)c(C(C)=O)c(N2CCN(C(=O)c3ccco3)CC2)nc1=S	1	10	1	1	-5	-5	0.34	-1	5
Cc1cc(NC(=O)c2cccc(S(=O)(=O)N(C)C)c2)n(-c2ccccn2)n1	0.9	-3	0.9	0.9	10	4	-2	7	13
O=C(CCC1CCCCC1)Nc1ccccc1O	0.1	15	0.4	0.9	64*	-9	-0.58	-1	93*
O=C1Nc2ncccc2OC1CCCl (stereo not drawn)	1	1	1	1.2	1	1	1.1	2	1
CCc1nc(SCc2cccnc2)[nH]c(=O)c1C	0.6	5	0.2	0.9	82*	0	0.07	.	42
N#C/C(=C\c1ccc(Cl)cc1)c1nc2ncccc2[nH]1	0.9	-7	0.4	1.2	61*	27	-0.84	1	15
CC1Cc2ccccc2N1C(=O)c1ccc2snnc2c1 (stereo not drawn)	0.2	-1	0.8	0.8	15	-1	-0.63	6	81*
c1ccc(CN2CCN(c3nc(-c4ccccc4)nc4ccccc34)CC2)cc1	0.9	-11	0.7	1.8	29	-9	-0.51	-1	8
CCOC(=O)N1CCC(C(=O)Nc2ccc(OCC)cc2)CC1	1	6	1.1	1	-8	-5	.	.	-2
CCOc1ccc(NC(=O)C2CCCN(S(=O)(=O)c3c(C)nn(C)c3C)C2)cc1 (stereo not drawn)	1	0	0.9	1.2	11	2	.	-9	-3

(cont.)
SMILES	CYP2C19 activ	Ecoli WT expand	CYP2C9 act	PLAP act	CYP2C9 inh	PostGolgi yeast	PTK2B oligo ant	EphB4 antag	CYP2C19 inhib
CCC(C)(CC(=O)N(C)CCC#N)c1ccccc1 (stereo not drawn)	0.6	-4	0.8	1.2	18	4	1.7	-6	45
COc1cc(C(=O)Oc2ccccc2)ccc1OCc1c(C)noc1C	1	6	1	0.8	3	9	0.36	-1	4
O=C(Nc1cccc(N2CCCC2)c1)c1cccs1	1	-4	0.9	0.8	12	2	-0.14	5	-2
O=C(CSc1nnc(CNc2ccc(F)cc2)n1Cc1ccco1)N1CCCC1	1	5	1	1	-1	-2	-0.25	.	-4
O=c1c2cn[nH]c2[nH]c(=S)n1-c1ccccc1F	.	-4	.	.	.	-2	1.8	-9	.
CC1Cc2ccccc2N1Cc1nc2scc(-c3cccs3)c2c(=O)[nH]1 (stereo not drawn)	0.3	-12	0	1	95*	-8	-0.44	0	75*
O=C(COc1ccc2ccccc2c1)Nc1nc2ccccc2[nH]1	1.1	-8	1.1	0.9	-7	15	1.9	-1	-6
O=C(c1cc(-c2ccc(O)cc2)on1)N1CCCc2ccccc21	0	2	0.4	1.1	55*	8	.	1	99*
COc1ccccc1CCNCc1ccc(OC)c(OCc2ccccc2)c1	0.6	6	1.2	1.5	-17	0	1.2	4	42
Cc1ccc(C(=O)NCc2occc2C(=O)O)o1	1	-5	1	0.9	-5	34*	-0.08	4	1
O=C(OCC(=O)N1CCN(C(=O)c2ccco2)CC1)c1ccc(S(=O)(=O)N2CCCCC2)cc1	1	-5	0.4	1.4	60*	-2	1.2	14	1
Cc1snc(SCC(=O)N/N=C(\N)COc2ccc(F)cc2)c1C#N	1.2	2	1.1	1.3	-7	13	0.59	4	-22
CC12CCC(C(=O)O)(C/C1=N\O)C2(C)C (stereo not drawn)	1.1&1.1	-7&-4	1&1.1	0.9&1	2&-7	6&-3	-0.19&-0.5	4&2	-13&-6
Cc1cc2c(=O)n(CC(=O)N3CCN(c4ccc(F)cc4)CC3)cnc2s1	1	-7	1	1	-2	18	0.1	3	-4
CCOc1ccc(S(=O)(=O)NCCN2CCOCC2)c2ccccc12	0.2	13	1.2	1.4	-24	-14	0.18	3	76*
Cc1cc(=O)oc2c1ccc1oc(/C(=N/O)c3ccccc3)c(C)c12	0.9	23	0.4	1	60*	16	-3.7*	1	6
